Screening data as filed in PubChem.
MEKK2 WT-MEK5 = modulators of MEK5 binding to wildtype MEKK2, primary screen, biochemical, multiplex bead flow cytometry, Alexa488-MEK5; Mitogen-activated protein kinase kinase kinase 2 (Homo sapiens), Q9Y2U5; Alexa488-MEK5 binding to MEKK2 WT; actives lie on both sides; binding response (% of control), % at 10 µM; 290,000 tested, 1.1% active; in the data active = binding response below about 67% or above about 130%
MEKK3 PB1 HTS = modulators of MEKK3-MEK5 PB1 binding, primary screen, biochemical, wildtype MEKK3, multiplex bead flow cytometry, Alexa488-MEK5 | Mitogen-activated protein kinase kinase kinase 3 (Homo sapiens), Q99759 | bead-based flow cytometry, Alexa488-MEK5 binding to MEKK3; actives lie on both sides; 0 = blocked by unlabeled MEK5, 100 = vehicle | binding response (% of control), % at 10 µM | 290,000 tested, 1.4% active | AID 1529, 2009;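 active = binding response more than 3 SD above or below the average of its plate-row segment, actives on both sides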;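 note: Alexa488 bead fluorescence after subtracting the streptavidin-only scavenger bead signal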
Target sequence (Q99759 whole entry, looked up): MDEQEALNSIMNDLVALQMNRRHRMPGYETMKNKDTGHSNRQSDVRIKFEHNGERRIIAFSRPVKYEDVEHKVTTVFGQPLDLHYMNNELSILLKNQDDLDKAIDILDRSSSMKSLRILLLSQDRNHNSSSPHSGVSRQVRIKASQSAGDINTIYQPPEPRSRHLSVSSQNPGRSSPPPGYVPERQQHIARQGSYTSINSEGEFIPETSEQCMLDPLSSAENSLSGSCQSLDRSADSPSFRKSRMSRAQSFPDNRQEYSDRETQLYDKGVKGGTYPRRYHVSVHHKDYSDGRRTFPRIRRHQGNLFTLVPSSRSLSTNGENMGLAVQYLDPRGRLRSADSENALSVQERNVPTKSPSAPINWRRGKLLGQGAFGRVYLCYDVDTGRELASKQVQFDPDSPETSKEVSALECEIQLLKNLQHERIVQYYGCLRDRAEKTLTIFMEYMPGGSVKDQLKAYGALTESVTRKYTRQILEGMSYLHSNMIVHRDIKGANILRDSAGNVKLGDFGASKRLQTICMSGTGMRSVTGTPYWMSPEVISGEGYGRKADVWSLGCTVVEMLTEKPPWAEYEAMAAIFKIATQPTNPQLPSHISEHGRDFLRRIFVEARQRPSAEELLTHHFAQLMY
DNA FID counter = compounds displacing fluorescent DNA intercalator, primary screen, artefact control for HCV NS3 helicase inhibitor project, biochemical, FID fluorescence | DNA fluorescent intercalator displacement | inhibition, % at 7.9 µM | 290,000 tested, 0.17% active | AID 1845, 2009; in the data active = inhibition above about 37%;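 note: 0% = vehicle and 100% = reference compound; higher means more ethidium bromide displaced from hairpin DNA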
CRFBP-R2 agonist = agonists of CRF-BP/CRF-R2 complex, primary screen, cell-based, HEK293, calcium dye fluorescence, uHTS. activation, % at 13.2 µM. CRF-binding protein / CRF receptor 2 complex (human). 350,000 tested, 0.46% active. calcium dye fluorescence (FLIPR); percent of saturating CRF peptide response;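 active = activation of at least 50%, plus an integration ratio under a set limit after plate pattern correction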;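 note: plate controls were neutral control wells without compound for no effect and CRF at EC100 for full effect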
UBC9 SUMO inh = inhibitors of in vitro SUMOylation cascade, primary screen, biochemical, HTRF, uHTS; SUMO-conjugating enzyme UBC9 (Homo sapiens), P63279; HTRF SUMOylation assay, SAE1/SAE2 + UBC9; inhibition, % at 35 µM; 290,000 tested, 0.36% active; in the data active = inhibition above about 50%, passing the limit was not always enough; note: strong numbers were not always called active
Target sequence (P63279 whole entry, looked up): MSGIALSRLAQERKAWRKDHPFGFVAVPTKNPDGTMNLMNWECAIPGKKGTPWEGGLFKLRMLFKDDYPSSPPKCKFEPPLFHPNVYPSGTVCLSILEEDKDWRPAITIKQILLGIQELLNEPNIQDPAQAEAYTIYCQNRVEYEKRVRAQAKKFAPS
GalR3 antagonist = GalR3 antagonists in HEK293 cells, primary screen, cell-based, fluorescence readout | Galanin receptor type 3 (Homo sapiens), O60755 | HEK293 GalR3-CNG cAMP membrane potential fluorescence; galR3 body fused to GalR1 C-terminus | inhibition, % at 3 µM | 360,000 tested, 0.44% active;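 active = inhibition above the screen-wide average plus 3 SD, cut at about 13% in these data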;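 note: forskolin and galanin both at EC90 stimulate the cells; cAMP rise reported by CNG channel membrane potential dye signal; 0% = forskolin plus galanin with DMSO and 100% = forskolin alone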
Target sequence (O60755 1-299 limits assumed): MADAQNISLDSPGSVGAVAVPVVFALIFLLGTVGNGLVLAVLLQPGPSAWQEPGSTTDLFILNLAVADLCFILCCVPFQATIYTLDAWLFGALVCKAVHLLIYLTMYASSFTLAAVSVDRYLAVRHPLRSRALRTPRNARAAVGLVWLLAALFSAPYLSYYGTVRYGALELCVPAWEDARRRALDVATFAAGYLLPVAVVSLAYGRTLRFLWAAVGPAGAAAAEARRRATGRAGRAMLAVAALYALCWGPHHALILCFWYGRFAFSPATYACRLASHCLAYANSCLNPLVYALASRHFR
MEKK2 mut-MEK5 = MEK5 binding signal on mutant MEKK2 PB1, primary screen, biochemical, multiplex bead flow cytometry, Alexa488-MEK5; Alexa488-MEK5 binding to MEKK2 mutant; 290,000 tested, 0.35% active; percent response, % at 10 µM; in the data active = percent response above about 24%, passing the limit was not always enough; note: inactives centre near 1; some results filed as inactive read as strong as hits
NS3 helicase inh = inhibitors of HCV NS3 helicase, primary screen, biochemical, Cy5 molecular beacon fluorescence; Hepatitis C virus NS3 helicase; NS3 helicase DNA unwinding; inhibition, % at 10.9 µM; 290,000 tested, 0.56% active;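 active = inhibition above the mean of all tested compounds plus 3 SD, set per campaign, cut at about 35% in these data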;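 note: 0% = DMSO wells and 100% = thioflavine S control wells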
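System: HCV NS3 helicase fragment; control set: DMSO and thioflavine S; technique: Cy5 fluorescence at 0 and 60 min, beacon hairpin quenching; reagent: beacon DNA duplex substrate plus ATP; replicates: singlicate; schedule: 1 h reaction at 25 °C, ATP-initiated; medium: MOPS buffer pH 6.5 with MgCl2, DTT, Tween20, BSA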
CRFR2-BP antag = antagonists of CRF-BP/CRF-R2 complex, primary screen, cell-based, HEK293, calcium dye fluorescence, uHTS | inhibition, % at 11.8 µM | 350,000 tested, 0.59% active | CRF-induced calcium fluorescence;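 active = inhibition of the ligand-induced calcium signal above about 50% at the single tested concentration, limit read from the data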
* = called active by the depositor; nt = not tested or not shown; [ ] = another dose, or the depositor's remark.

SMILES	MEKK2 WT-MEK5	MEKK3 PB1 HTS	DNA FID counter	CRFBP-R2 agonist	UBC9 SUMO inh	GalR3 antagonist	MEKK2 mut-MEK5	NS3 helicase inh	CRFR2-BP antag
Cc1ccc(/C=N/Nc2ccc3c(C(F)(F)F)cc(C(F)(F)F)nc3n2)cc1	108	107	4	8.7	19	nt	3	-7	-3
Cc1cccc(C(=O)NC2CCN(C(=S)NCc3ccco3)CC2)c1	92	95	-4	-1.1	19	-8	-3	0	-1
O=C(NCc1ccccc1)C1CCN(S(=O)(=O)c2ccc(N3CCCC3=O)cc2)CC1	99	98	-38	0.5	-5	-7	1	5	20
CCN1CCN(C(=O)CN(c2ccc(F)c(Cl)c2)S(C)(=O)=O)CC1	95	92	2	-4.2	-6	3	-5	5	1
Cc1ccc(C)c(C(=O)Nc2ccncc2)c1	108	105	-3	-2.2	16	-7	1	0	6
COc1ccc(C2/C=C\CN(C(=O)c3ccc(C)cc3)CC(=O)N2Cc2ccc(F)cc2)cc1 (stereo unspecified)	97	98	nt	-1.8	-7	-1	3	nt	3
COC(=O)CN1C(=O)C2(C(C#N)=C(N)Oc3cc(C)oc(=O)c32)c2ccccc21 (stereo unspecified)	99	104	-5	-1.0	28	-2	5	6	6
COc1c(C(=O)N2CCCC2)ccc2ccccc12	100	99	-7	-1.9	-6	2	0	2	-18
CC(=O)N1CCCc2cc(S(=O)(=O)N3CCC(C)CC3)ccc21	87	89	-8	-0.2	0	-2	-3	-6	13
O=C(COc1ccccc1Cl)N1CCN(c2ncccn2)CC1	89	85	-10	-0.7	15	-6	-14	0	3
N/C(=N\NC(=O)c1ccc(F)cc1)c1cc2ccccc2oc1=O	106	105	-7	-0.5	22	-2	6	-1	-7
Cc1ccc(Oc2ncccc2/C=N/OCc2ccc(Cl)cc2Cl)cc1	107	102	-3	2.6	-13	-1	1	3	6
Cc1ccc(/C(N)=N/OC(=O)Cc2cccs2)cc1	98	103	-1	3.9	7	-5	-1	0	5
COc1ccc(C2C3=C(CC(C)(C)CC3=O)Oc3ncn(Cc4ccco4)c(=N)c32)cc1 (stereo unspecified)	-1.0*[inhibitor]	2.0*[inhibitor]	-23	-1.8	1	2	-26	-5	-36
O=C(Nc1nnc(C2CC2)s1)c1ccncc1	101	103	-3	1.7	3	-1	4	10	13
O=C(NC1CCN(C(=O)NCc2ccccc2)CC1)c1ccc(F)cc1	104	105	-12	-0.7	9	-10	9	0	15
CN(Cc1ccccc1)C(=O)CCSc1nc(-c2ccc3c(c2)OCO3)cc(C(F)(F)F)n1	106	96	-3	8.5	1	1	3	-4	-2
CC(=O)Oc1ccccc1N(C(C)=O)S(=O)(=O)c1ccc(C)cc1	101	120	-2	-1.0	13	-1	-1	18	-3
C=CCOc1ccc(/C=N/NC(=O)C(C)Sc2ccccn2)cc1OCC (stereo unspecified)	106	112	-25	-1.3	-10	-5	-1	1	0
COc1ccc(OC)c(-c2csc(NC(=O)Cc3ccc(F)cc3)n2)c1	105	101	-16	-0.3	0	-6	3	-21	1
CCN1CCN(CC(=O)Nc2ccc(C)c(Br)c2)CC1	107	102	11	0.6	-7	4	6	8	-2
CCC(C)NCCOCCOc1ccc(C)cc1Br (stereo unspecified)	109	102	18	6.4	28	-4	5	-6	-32
COc1cccc(N(C(=O)c2snc(C(N)=O)c2N)C(C(=O)NCC2CCCO2)c2ccc3ncccc3c2)c1 (stereo unspecified)	101	102	-40	-0.9	0	-9	-1	-4	-1
O=C(c1ccc2oc(CCCc3ccccc3)nc2c1)N1CCCCC1CO (stereo unspecified)	109	101	-49	-0.3	6	-1	3	-4	-3
N#C/C(=C\c1c(Cl)cccc1Cl)c1nn(-c2ccccc2)c(-n2cccc2)c1C#N	95	103	-13	5.1	-8	-6	5	5	37

More records follow:
SMILES	MEKK2 WT-MEK5	MEKK3 PB1 HTS	DNA FID counter	CRFBP-R2 agonist	UBC9 SUMO inh	GalR3 antagonist	MEKK2 mut-MEK5	NS3 helicase inh	CRFR2-BP antag
Cc1ccc(-n2nc3c(=O)n(C(C)C(=O)NCCCc4ccccc4)nc(C)c3c2C)cc1 (stereo unspecified)	102	103	-55	-1.5	4	-9	6	1	-18
Cc1ccc(NC(=O)CNC(=O)c2ccco2)cc1	104	104	2	0.9	-9	-8	6	10	-23
CCOc1ccccc1NC(=O)Cc1coc2ccc(C)cc12	103	103	-19	-1.2	2	-5	1	0	22
COc1ccc(N2CCN(c3oc(Cc4ccccc4)nc3C#N)CC2)cc1	105	109	1	-2.0	-3	-7	5	-15	5
Cn1/c(=N/N=C/c2ccccn2)sc2ccccc21	107	105	-21	-0.8	-4	-2	0	5	-7
CCCn1nc(NC(=O)CC(C)C)c2cc3ccccc3nc21	87	87	4	-0.1	30	-5	-7	-2	-7
Cc1ccc(Oc2nnc(-c3ccccc3)cc2C#N)cc1	99	102	-3	-0.8	-6	-4	15	10	7
C/C(=N\NC(=O)CSc1nc(C)cc(C)n1)c1ccc([N+](=O)[O-])cc1	96	100	-7	1.4	2	-4	-4	0	-4
COc1cc(C(=O)Nc2c(C(=O)O)[nH]c3ccc(C)cc23)cc(OC)c1OC	99	99	-15	0.3	11	-2	-3	28	4
Cc1cc(C(=O)OCC(=O)N2CC(=O)Nc3ccccc32)c(C)n1-c1ccc(F)cc1	102	95	-30	-3.2	2	0	10	-2	12
O=C1NN(c2ccccc2)C(=O)/C1=C/c1ccc(Sc2cccc3ccccc23)o1	96	125	-8	-0.4	50	1	-1	53*	-48
c1ccc(-n2ncc3c(N4CCC5(CC4)OCCO5)ncnc32)cc1	nt	nt	3	-0.3	4	-2	nt	-3	-3
CC(C(=O)NCc1ccco1)n1ccc2cc(S(=O)(=O)N3CCCCC3)ccc21 (stereo unspecified)	103	102	-30	1.9	17	-1	4	7	-8
Cc1cc(C)c(S(=O)(=O)c2ccccc2Cl)c(Cl)n1	97	101	-9	nt	13	-8	-2	4	nt
COc1ccccc1OCc1cc(-c2ccccc2)no1	101	107	-13	2.0	1	-4	-2	13	7
Cc1cccc(OP(=O)(Nc2c(C)n(C)n(-c3ccccc3)c2=O)Oc2cccc(C)c2)c1	97	97	-38	-0.7	20	-5	-2	9	1
CC(=O)c1cnc2ncnn2c1C	98	98	4	2.1	-8	2	-1	6	-7
CCOC(=O)c1ccc(NC(=S)N2CCN(S(C)(=O)=O)CC2)cc1	98	98	-3	-0.6	22	-4	-1	10	-2
O=c1[nH][nH]cc1C=Nc1ccc(Cl)cc1Cl	99	104	5	-1.9	16	-3	-2	16	-11
CC(C)=NOc1nc(N(C)C)nc(N(C)C)n1	95	94	-3	0.5	9	0	-5	5	-4
COc1ccc(NC2CCCCC2NS(=O)(=O)c2ccc(C)cc2)cc1 (stereo unspecified)	105	105	-16	-0.3	13	-5	2	6	17
Cc1[nH]n(-c2ccccc2)c(=O)c1N=Nc1ccccc1C(=O)N1CCOCC1	102	103	30	0.0	48	0	2	-1	-8
CCc1nnc(NC(=O)CN2C(=O)/C(=C/c3ccc(OC)c(OC)c3)SC2=S)s1	68	98	-4	nt	-6	nt	-17	13	nt
O=C(CCN1CCN(S(=O)(=O)c2ccc(Br)cc2)CC1)Nc1ccccc1F	102	101	-7	6.0	1	5	2	-3	-9
Cc1cc(N2CCOCC2)nc2ccc(NC(=S)NC(C)C)cc12	103	104	-3	-3.5	11	-11	0	-11	1

Reprinted from the part before: 4 compounds, followed by the next part.
SMILES	MEKK2 WT-MEK5	MEKK3 PB1 HTS	DNA FID counter	CRFBP-R2 agonist	UBC9 SUMO inh	GalR3 antagonist	MEKK2 mut-MEK5	NS3 helicase inh	CRFR2-BP antag
Cc1[nH]n(-c2ccccc2)c(=O)c1N=Nc1ccccc1C(=O)N1CCOCC1	102	103	30	0.0	48	0	2	-1	-8
CCc1nnc(NC(=O)CN2C(=O)/C(=C/c3ccc(OC)c(OC)c3)SC2=S)s1	68	98	-4	nt	-6	nt	-17	13	nt
O=C(CCN1CCN(S(=O)(=O)c2ccc(Br)cc2)CC1)Nc1ccccc1F	102	101	-7	6.0	1	5	2	-3	-9
Cc1cc(N2CCOCC2)nc2ccc(NC(=S)NC(C)C)cc12	103	104	-3	-3.5	11	-11	0	-11	1
Cc1ccccc1CN1C(=O)Nc2ccccc2C(=O)N1C(C)(C)C	104	104	-7	4.1	-6	1	3	-2	-1
CCCn1cc(S(=O)(=O)c2ccc(Cl)cc2)c(=O)c2cc(OC)ccc21	97	96	-38	0.4	8	-5	-1	-5	0
COC(=O)c1ccc(N=NNc2cccc(Br)c2)cc1	93	92	-4	-1.1	17	2	-2	5	-22
COc1cccc(NC(=O)C2CCCN2C(=O)Nc2ccccc2)c1 (stereo unspecified)	98	100	-11	0.5	4	-4	1	0	6
Cc1ccc(CCNC(=O)c2ccc(CS(=O)(=O)Cc3ccccc3F)o2)cc1	107	109	-25	-1.0	8	-6	15	1	1
COCCN=c1scc(-c2cc(OC)ccc2OC)n1/N=C/c1c[nH]c2ccccc12	114	104	-1	-0.6	-27	-7	-1	-40	-2
COc1ccc(NC(=O)c2cccs2)cc1NC(=O)c1ccco1	109	110	-6	0.4	-18	-1	13	-2	-4
Cc1cc(C)c(NC(=O)Cn2nnc(C(=O)NCc3ccc4c(c3)OCO4)c2N)c(C)c1	99	101	-22	3.2	8	nt	1	-11	-1
C=CCC1C=CCC(CC=C)N1C(=O)c1ccccc1[N+](=O)[O-] (stereo unspecified)	98	95	-14	-1.1	6	1	-2	-7	0
CCCc1nc(Nc2nc3ccccc3o2)nc(C)c1C(=O)OCC	101	97	-10	-1.2	20	-1	0	9	-15
CC(NC(=O)Nc1ccc(F)cc1F)c1ccncc1 (stereo unspecified)	99	101	-10	-0.5	8	-4	-4	12	18
O=[N+]([O-])c1ccc2n[nH]nc2c1	104	104	0	-1.4	-6	-4	-1	-15	-8
CN(Cc1ccccc1)C(=O)CCCn1c(=O)c2cccn2c2cccnc21	99	102	-31	-2.2	14	-8	1	0	-12
Cc1ccc(-n2ccn(CC(=O)NCCc3ccccc3)c(=O)c2=O)cc1C	102	99	-14	-0.1	2	-3	0	-6	-3
CCn1c(CCNC(=O)c2ccc(OC)cc2)nnc1SCC(=O)Nc1ccccc1F	97	100	-20	-3.4	12	-4	-2	-2	16
Cc1cccc(N(C(=O)c2csnn2)C(C(=O)NC(C)(C)C)c2ccncc2)c1 (stereo unspecified)	100	103	-4	1.2	4	-5	4	-8	9
COc1ccc(S(=O)(=O)N2CCC(C(=O)Nc3ccccc3N3CCCC3)CC2)cc1OC	103	99	-57	-2.7	-13	-2	0	-7	0
O=C(CSc1nc2[nH]ncc2c(=O)n1-c1ccccc1)N1CCCCCC1	99	99	-21	nt	2	nt	-4	-5	nt
COc1ccc(-n2cc(-c3ccccc3)c3c(=S)nc[nH]c32)cc1	102	101	-28	-1.3	11	-8	0	11	3

An excerpt, so the mix of outcomes need not match the whole.
